LYPLA2 inh: counter-screen for PME1 inhibitors: inhibitors of human LYPLA2 | recombinant LYPLA2, FP-Rh probe fluorescence polarization | inhibition, % at 5.9 µM | actives 0.38% (n = 320,000) | AID 2177;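 active = inhibition above the screen-wide mean plus 3 SD, limit set per campaign, cut at about 26% in these data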;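 also: 0% = LYPLA2 with DMSO and 100% = wells lacking LYPLA2 enzyme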
Target sequence (O95372 whole entry, looked up): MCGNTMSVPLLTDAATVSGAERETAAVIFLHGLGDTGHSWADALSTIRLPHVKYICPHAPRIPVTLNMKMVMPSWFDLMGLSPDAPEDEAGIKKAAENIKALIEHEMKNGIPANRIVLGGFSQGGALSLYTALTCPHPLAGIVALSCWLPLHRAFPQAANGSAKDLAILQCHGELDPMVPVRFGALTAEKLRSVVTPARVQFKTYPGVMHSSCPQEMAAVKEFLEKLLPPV
pPAFAH FP inh: inhibitors of human plasma PAF acetylhydrolase (pPAFAH) | Q13093 | recombinant pPAFAH, FP-rhodamine probe fluorescence polarization | inhibition, % at 3.39 µM | actives 1.5% (n = 330,000);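 active = inhibition above the mean inhibition across the screen plus 3 SD, cut at about 25% in these data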;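 also: inhibitors block binding of the rhodamine activity-based probe so polarization drops; 0% = enzyme with DMSO and 100% = wells lacking pPAFAH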
Target sequence (Q13093 whole entry, looked up): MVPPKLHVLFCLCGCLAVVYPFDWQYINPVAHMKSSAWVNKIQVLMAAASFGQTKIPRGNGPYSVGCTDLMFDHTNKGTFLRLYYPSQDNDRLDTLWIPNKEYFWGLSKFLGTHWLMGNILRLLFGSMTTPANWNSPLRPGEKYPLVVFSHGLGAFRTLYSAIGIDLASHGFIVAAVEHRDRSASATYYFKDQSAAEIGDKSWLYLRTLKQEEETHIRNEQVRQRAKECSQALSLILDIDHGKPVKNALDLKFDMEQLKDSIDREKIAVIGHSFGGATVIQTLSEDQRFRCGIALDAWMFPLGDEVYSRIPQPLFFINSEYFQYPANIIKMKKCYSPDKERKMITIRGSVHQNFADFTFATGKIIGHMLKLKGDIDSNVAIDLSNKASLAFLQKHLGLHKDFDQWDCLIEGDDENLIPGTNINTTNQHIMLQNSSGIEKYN
PAFAH1B2 inh: PAFAH1B2 (human) inhibition; P68402; recombinant PAFAH1B2, FP-rhodamine activity probe, fluorescence polarization; inhibition, % at 3.39 µM; actives 1.2% (n = 340,000); AID 492953;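 active = inhibition above the mean of all tested compounds plus 3 SD, cut at about 24% in these data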;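 also: 0% = enzyme with DMSO and 100% = wells lacking PAFAH1B2; many of its hits are not listed in these tables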
PME-1 primary: PME-1 (human) inhibition; inhibition, % at 5.9 µM; Q9Y570; actives 0.53% (n = 320,000); recombinant PME-1, FP-Rh probe fluorescence polarization;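 active = inhibition above the campaign mean of all compounds plus 3 SD, cut at about 26% in these data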;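 also: competitive labeling of PME-1 active site by serine hydrolase directed probe; 0% = PME-1 with DMSO and 100% = wells lacking PME-1 enzyme; inhibitors block probe labeling so polarization falls and inhibition rises; many of its hits are not listed in these tables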
GSTO1 counter: counter-screen for RBBP9 inhibitors: inhibitors of human GSTO1; AID 1974; inhibition, % at 5.96 µM; actives 1.1% (n = 300,000); recombinant GSTO1, activity-based probe fluorescence polarization;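 active = inhibition above the campaign mean inhibition plus 3 SD, cut at about 35% in these data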;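 also: 0% = GSTO1-1 with DMSO and 100% = wells lacking GSTO1-1 enzyme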
PAD4 FP inh: PAD4 (human) enzyme inhibition | Q9UM07 | recombinant PAD4, RCA probe fluorescence polarization | inhibition, % at 6.36 µM | actives 0.41% (n = 330,000) | AID 485272;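 active = percent inhibition above a cutoff equal to the mean of all tested compounds plus 3 SD, cut at about 15% in these data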;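 also: 0% = PAD4 with RCA probe and DMSO and 100% = probe without PAD4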
PAFAH1B3 FP inh: PAFAH1B3 (human) inhibition | inhibition, % at 3.39 µM | AID 492972 | actives 0.28% (n = 340,000) | recombinant PAFAH1B3, FP-rhodamine probe, fluorescence polarization;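 active = inhibition above the screen-wide average of all tested compounds plus 3 SD, cut at about 25% in these data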;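 also: 0% = enzyme with DMSO only and 100% = wells lacking PAFAH1B3 protein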
LYPLA1 counter: LYPLA1 (human) inhibition in PME1 counter-screen; O75608; recombinant LYPLA1, FP-Rh probe fluorescence polarization; inhibition, % at 5.9 µM; actives 0.16% (n = 320,000);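 active = inhibition above the mean of all tested compounds plus 3 SD, set per campaign, cut at about 14% in these data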;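 also: inhibitors block serine hydrolase probe labeling of LYPLA1 so polarization falls; 0% = enzyme with DMSO and 100% = wells lacking LYPLA1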
Target sequence (O75608 whole entry, looked up): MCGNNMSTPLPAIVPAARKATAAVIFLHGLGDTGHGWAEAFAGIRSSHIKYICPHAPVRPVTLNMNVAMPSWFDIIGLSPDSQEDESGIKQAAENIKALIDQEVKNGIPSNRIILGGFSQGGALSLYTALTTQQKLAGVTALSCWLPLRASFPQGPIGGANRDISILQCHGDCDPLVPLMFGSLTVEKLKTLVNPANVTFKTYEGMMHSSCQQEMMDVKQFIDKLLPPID
PREPL inh: human PREPL enzyme inhibition | recombinant PREPL, fluorescence polarization activity-based probe | inhibition, % at 5.96 µM | actives 0.68% (n = 320,000) | AID 2751; in the data active = inhibition above about 43%;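 also: 0% = enzyme with DMSO and 100% = wells lacking enzyme; many of its hits are not listed in these tables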
* hit, by the source's call; · = no result given. Not all compounds are listed, so the mix of outcomes need not match the whole.

SMILES	LYPLA2 inh	pPAFAH FP inh	PAFAH1B2 inh	PME-1 primary	GSTO1 counter	PAD4 FP inh	PAFAH1B3 FP inh	LYPLA1 counter	PREPL inh
C=CCSc1n[nH]c(-c2ccc(OCCCC)cc2)n1	25	3	-1	-16	-2	-1	-6	-1	6
CCCN(CC(=O)Nc1ccc(F)c(F)c1F)C(=O)CCc1nc2ccccc2c(=O)[nH]1	0	-1	9	-4	4	4	3	0	13
COCC(=O)N1CCC(Oc2ccc(C(=O)NCc3cc(C)no3)cc2)CC1	8	1	8	-2	2	1	2	1	-2
Cn1c(Cn2c(=O)sc3ccccc32)nnc1SCC(=O)Nc1ccccc1	-5	5	7	1	3	-1	4	0	0
O=C(CNC(=O)c1cccs1)c1ccc(Br)cc1	-6	7	-1	-1	-3	3	8	1	4
O=C(O)C1=C(C(=O)Nc2ccc(F)c(Cl)c2)CCCC1	0	1	6	-2	5	-3	-7	1	-4
CCN1C(=NCCOC)N[C@@H](c2cccc(F)c2)C(C(=O)OC)=C1C	4	5	-1	1	2	2	-7	0	1
CCOC(=O)C1(C(F)(F)F)N=C(c2ccccc2F)OC(N(C)C)=N1 (stereo unspecified)	-1	-3	6	-3	2	1	3	-1	0
O=C1COc2ccc(-c3csc(NCCc4ccccc4)n3)cc2N1	-9	11	1	11	-4	-5	8	-5	51*
Cc1cc(N)n2ncc(-c3cccc(Br)c3)c2n1	-3	6	2	21	-6	-1	9	6	24
Cc1cc(=O)[nH]c(N/N=C/c2cc(C)n(CC(F)(F)F)c2C)n1	-1	3	7	7	-1	-6	5	3	22
Cc1ccc(N2CCN(C(=O)Nc3cccc([N+](=O)[O-])c3)CC2C)cc1 (stereo unspecified)	6	1	5	6	1	3	10	-4	17
Cn1cc([C@@H]2C[C@H]3CN(C4CCCC4)C(=O)[C@]34CCCN24)c(-c2ccccc2)n1	0	5	3	5	2	-1	8	-1	5
COc1ccc(/C(N)=N/OC(=O)c2cccs2)cc1OC	0	4	-1	-5	1	-5	4	-4	9
CC(C)c1ccc(NC(=O)C2CCCN2S(=O)(=O)c2ccccc2F)cc1 (stereo unspecified)	-1	1	-2	1	·	-6	-1	0	14
CCOC(=O)Nc1ccc2c(c1)nc(CN1CCN(C(C)=O)CC1)n2C	0	0	0	4	-8	-3	1	-3	5
COc1cccc(NC(=O)C2CCCN2S(=O)(=O)c2ccc3c(c2)n(C)c(=O)c(=O)n3C)c1 (stereo unspecified)	6	2	-1	-8	3	1	9	3	-5
Oc1[nH]c2ccccc2c1N=Nc1nncc2ccccc12	1	6	5	15	-12	-1	7	0	10
CCc1ccc(NC(=O)c2noc3c2CCCCC3)cc1	7	-3	4	-3	-6	-4	10	1	10
O=C(Nc1ccc(S(=O)(=O)NC2=NCCCCC2)cc1)c1ccc([N+](=O)[O-])s1	0	7	10	0	17	-2	-2	1	9
O=C(O)c1ccccc1NS(=O)(=O)c1ccc2ccccc2c1	2	-7	14	3	-37	3	-5	-2	0
Cc1cc2c(SCC(=O)NC3CCCCC3)ncnc2s1	7	8	3	-2	0	3	2	0	-5
O=C(NCC1CCN(c2ccc(S(=O)(=O)N3CCOCC3)cc2)CC1)Nc1ccccc1F	10	5	6	0	0	2	5	-6	9
CCOCCCn1c(SC(C(=O)Nc2cc(C)ccc2C)c2ccccc2)nnc1-c1ccc(Cl)cc1 (stereo unspecified)	-4	2	1	-7	10	3	-2	-9	9
Cc1ccnc(NC2CCCCC2)c1	-6	-2	3	-4	1	0	0	-2	-2
(continued)
SMILES	LYPLA2 inh	pPAFAH FP inh	PAFAH1B2 inh	PME-1 primary	GSTO1 counter	PAD4 FP inh	PAFAH1B3 FP inh	LYPLA1 counter	PREPL inh
CCn1c(CCNC(=O)c2cccs2)n[nH]c1=S	4	1	-2	-7	9	3	3	3	13
COc1ccc(-n2c(=O)cc(N3CCN(c4ccccc4OC)CC3)[nH]c2=O)cc1	2	6	-1	0	5	-3	3	2	7
CCN(CC)CCSc1nc2ccc(OC)cc2[nH]1	5	5	-3	-9	-10	3	8	2	-14
Cc1ccc(C(CC(=O)O)Nc2nc(N3CCCCC3)nc(N3CCCCC3)n2)cc1 (stereo unspecified)	-6	-1	4	-3	-3	-9	-6	2	8
COc1ccc(OCc2nnc(SCC(=O)NNC(=O)c3ccc(C)cc3)n2C)cc1	2	8	1	-1	7	-1	-1	0	0
Cc1c(CCC(=O)NCCCn2ccnc2)c(=O)oc2c(C)c3occ(C(C)(C)C)c3cc12	0	-2	4	-1	-5	-1	-7	-6	-1
O=C(NC(=S)Nc1ccc(Cl)c(C(=O)O)c1)c1cccc(COc2ccccc2)c1	37*	9	8	-8	-3	-3	1	7	8
Cc1ccsc1C(=O)NC(C)c1ccccc1 (stereo unspecified)	-2	-4	4	2	2	-2	1	-3	0
CCC(Oc1ccc(Br)cc1)C(=O)N1CCN(c2ncccn2)CC1 (stereo unspecified)	4	0	-7	4	-2	1	3	4	-26
Cc1ccc(-c2nc(SCC(=O)Nc3cc(C)on3)c3c(=O)n(C)c(=O)n(C)c3n2)cc1	-4	-9	10	-3	3	0	9	-2	7
COc1ccc2[nH]c3c(c2c1)CCN1C(=O)C(CC(=O)NCCCn2ccnc2)C[C@H](C(=O)N2CCCCC2)[C@@]31CCc1ccccc1 (stereo partly specified)	·	2	11	·	·	-4	0	·	·
Cc1ccc(C(=O)N2CCN(c3ccc(NC(=S)NC(=O)c4cccs4)cc3)CC2)cc1	21	2	0	1	-6	-4	-1	2	15
CCn1cc(C(=O)O)c(=O)c2cnc(N3CCN(C(=S)Nc4ccccc4)CC3)nc21	1	5	4	2	-1	-5	8	-1	4
COC(=O)c1cc(C(=O)OCC(=O)Nc2cc(C)on2)cc([N+](=O)[O-])c1	-1	-2	6	-4	3	-3	5	-5	-1
CCOC(=O)N1CCN(c2c(NCCc3ccccc3)c(=O)c2=O)CC1	-4	0	4	-2	9	-1	5	0	12
CC(=O)c1ccc(NC(=O)/C=C/c2ccc(C)cc2)cc1	-4	2	0	-3	-2	0	1	-4	10
Cc1ccc2nc(NC(=O)CN3C(=O)NC4(CCCC4)C3=O)sc2c1	0	-2	0	-3	4	1	7	-2	-7
CC(Sc1nc2sccc2c(=O)n1-c1ccccc1)C(N)=O (stereo unspecified)	1	7	-1	4	9	-1	3	-5	9
CSCC[C@H](NC(=O)c1ccc(Cl)c(S(=O)(=O)N2CCCC2)c1)c1nc2ccccc2[nH]1	-3	6	-6	-1	5	-6	5	-1	5
COCCN(C(=O)c1csnn1)C(C(=O)NC1CCCCC1)c1ccc(Cl)cc1 (stereo unspecified)	-1	-3	1	-3	0	-2	7	2	-5
C(=C\c1ccccc1)/CSc1ccccn1	12	1	5	-4	2	-4	-6	3	-5
CCOc1cccc2sc(N(CCCN(C)C)C(=O)c3ccc(S(=O)(=O)N(C)CC4CCCO4)cc3)nc12 (stereo unspecified)	-4	7	7	1	2	-1	-3	-1	17
CC(C)(C)C(=O)Nc1cc2c3c(c1)CC(=O)N3CCC2	5	7	1	-5	5	1	1	1	11
CCOC(=O)N1CCN(S(=O)(=O)c2ccc(C(=O)Nc3nnc(CC)o3)cc2)CC1	1	-7	5	1	1	-1	16	-1	-7
CC(C)C(c1nnnn1Cc1ccccc1)N1CCN(Cc2ccc3c(c2)OCO3)CC1 (stereo unspecified)	2	6	-2	3	-1	0	-4	2	-48

Among those listed so far, two have a CF3 group:
SMILES	LYPLA2 inh	pPAFAH FP inh	PAFAH1B2 inh	PME-1 primary	GSTO1 counter	PAD4 FP inh	PAFAH1B3 FP inh	LYPLA1 counter	PREPL inh
CCOC(=O)C1(C(F)(F)F)N=C(c2ccccc2F)OC(N(C)C)=N1 (stereo unspecified)	-1	-3	6	-3	2	1	3	-1	0
Cc1cc(=O)[nH]c(N/N=C/c2cc(C)n(CC(F)(F)F)c2C)n1	-1	3	7	7	-1	-6	5	3	22

(more compounds)
SMILES	LYPLA2 inh	pPAFAH FP inh	PAFAH1B2 inh	PME-1 primary	GSTO1 counter	PAD4 FP inh	PAFAH1B3 FP inh	LYPLA1 counter	PREPL inh
O=S(=O)(c1ccccc1C(F)(F)F)N1CCC(n2cnc3ccccc32)CC1	-1	1	4	0	-3	-4	8	-6	1
Cc1n[nH]c(=O)n1-c1ccc(OC(F)(F)F)cc1	-8	6	0	-2	-7	-1	0	0	-8
O=C(Nc1ccn(Cc2ccc(F)cc2)n1)c1ccncc1	-1	-1	6	9	-1	2	8	0	0
COC(=O)c1ccccc1NC(=S)N(C)C	7	3	1	1	-4	0	11	-1	5
O=C(CN1C(=O)CCSc2ccccc21)Nc1ccc2c(c1)OCO2	-6	5	3	-2	-1	-4	11	-3	5
CC(=O)N/C(=C\c1ccccc1)C(=O)OCC(=O)c1c(N)n(CC(C)C)c(=O)n(C)c1=O	0	4	5	0	-8	-2	5	-4	2
CCOC(=O)C1(CCCc2ccccc2)CCN(Cc2nccn2CC)CC1	-8	3	6	-8	4	5	5	1	-40
COc1ccc(CCNC(=O)Cn2cccc2C(=O)c2ccccc2)c(OC)c1	8	-1	6	9	4	-3	3	3	15
CN(c1ccc2nc3ccccc3c(=O)n2n1)C1CCCCC1	-2	0	0	-11	3	-2	9	-1	0
COc1cccc2c1OCC(C(=O)OCc1cccnc1)=C2	0	5	5	4	2	-6	7	1	12
Cc1csc(=O)n1CCC(=O)OCC(=O)NCc1ccc(Cl)cc1Cl	5	7	8	4	5	0	9	0	13
COc1ccc(N(CC(=O)NCCSCc2cccc(Cl)c2)S(C)(=O)=O)cc1	1	5	6	1	3	-1	7	0	4

For reference, 6 of the compounds above.
SMILES	LYPLA2 inh	pPAFAH FP inh	PAFAH1B2 inh	PME-1 primary	GSTO1 counter	PAD4 FP inh	PAFAH1B3 FP inh	LYPLA1 counter	PREPL inh
O=S(=O)(c1ccccc1C(F)(F)F)N1CCC(n2cnc3ccccc32)CC1	-1	1	4	0	-3	-4	8	-6	1
Cc1n[nH]c(=O)n1-c1ccc(OC(F)(F)F)cc1	-8	6	0	-2	-7	-1	0	0	-8
O=C(Nc1ccn(Cc2ccc(F)cc2)n1)c1ccncc1	-1	-1	6	9	-1	2	8	0	0
COC(=O)c1ccccc1NC(=S)N(C)C	7	3	1	1	-4	0	11	-1	5
O=C(CN1C(=O)CCSc2ccccc21)Nc1ccc2c(c1)OCO2	-6	5	3	-2	-1	-4	11	-3	5
CC(=O)N/C(=C\c1ccccc1)C(=O)OCC(=O)c1c(N)n(CC(C)C)c(=O)n(C)c1=O	0	4	5	0	-8	-2	5	-4	2

Source: PubChem (The Scripps Research Institute Molecular Screening Center)
